Source: PubChem BioAssay
All columns: NCI-60 one-dose screen, growth in % after 48 h at 10 µM unless noted; 100 = growth as untreated, 0 = no growth, -100 = all killed.
NCI-H460 – NCI-H460 lung cancer | 82,000 tested, 6.8% active
HCT-116 – HCT-116 colon cancer; 82,000 tested, 7.3% active
HCT-15 – HCT-15 colon cancer; AID 1794746; 82,000 tested, 5.2% active
NCI-H226 – NCI-H226 lung cancer; 79,000 tested, 3.5% active
NCI/ADR-RES – NCI/ADR-RES ovarian cells; 81,000 tested, 4.4% active
COLO 205 – COLO 205 colon cancer. 79,000 tested, 7.3% active. AID 1794742
NCI-H522 – NCI-H522 lung cancer; 78,000 tested, 8% active; AID 1794739
NCI-H23 – NCI-H23 lung cancer; 80,000 tested, 4% active; AID 1794731
NCI-H322M – NCI-H322M lung cancer; AID 1794733; 80,000 tested, 2.7% active
* marks the source's active call; other numbers are inactive results; . = no result given; [ ] = dose if it differs, or a comment. How the source made its calls: active means growth percent below 10; inactive means the rest.

SMILES	NCI-H460	HCT-116	HCT-15	NCI-H226	NCI/ADR-RES	COLO 205	NCI-H522	NCI-H23	NCI-H322M
NC(N)=NS(=O)(=O)c1ccc(N=NC2C(=O)NN(c3ccccc3)C2=O)cc1 (stereo unspecified)	101	97	101	86	100	113	104	93	101
O=C1c2ccccc2NC(n2sc3ccccc3c2=O)N1c1ccccc1 (stereo unspecified)	107	96	92	93	95	115	77	99	92
CC[C@@](C)(NC(=O)[C@H](C)NC(=O)CCNC(=O)C(C)(C)NC(=O)[C@H](C)NC(=O)[C@@H]1CCCN1C(=O)[C@@](C)(CC)NC(=O)[C@H](Cc1ccccc1)NC(=O)C1CCCN1C(=O)C(C)(C)NC(=O)C1CCCN1C(=O)C(C)(C)NC(C)=O)C(=O)NCCC(=O)N[C@@H](CC(C)C)C(=O)NC(C)(C)C(=O)NCCC(=O)N[C@@H](CC(C)C)C(=O)NC(C)(C)C(=O)NC(C)(C)C(=O)N[C@@H](CC(C)C)C(=O)NCCC(=O)NCO (stereo partly specified)	-78*	-95*	-99*	-97*	-93*	-88*	-84*	-90*	-88*
CN(C)CCN1CCCC(CC2(C(F)(F)F)N=N2)C1 (stereo unspecified)	103	102	98	93	102	102	99	96	95
CCOC(=O)C1=C(C)NC(C)=C(C(=O)OCC)C1c1cccc([N+](=O)[O-])c1	102	100	95	107	87	91	88	91	110
N/C(=N\C(N)=N\c1nc2ccccc2s1)c1ccncc1Cl	23	23	33	68	25	50	18	34	81
COc1ccc(/C=N/NCC(=O)n2nnnc2-c2ccccc2)cc1	94	90	95	94	88	118	80	97	88
C=C(C)C(=O)N(C)C	104	98	100	106	101	95	85	93	104
N/N=C(\Cc1ccccc1)NN=C(N)N	100	101	95	89	99	.	59	96	85
Nc1cc(N)nc(CS)n1	100	99	94	95	98	115	86	99	108
O=C(NNc1nccc(Nc2ccc(S(=O)(=O)Nc3ccncc3)cc2)n1)c1ccc([N+](=O)[O-])cc1	107	96	106	95	97	110	97	87	88
COc1cc2c(cc1OC)-c1cc(OC)c(OC)cc1C(CN(C)C)C2 (stereo unspecified)	68[100 µM]	71[100 µM]	78[100 µM]	18[100 µM]	27[100 µM]	100[100 µM]	.	52[100 µM]	39[100 µM]
CC(=O)CC(=O)OCc1ccccc1	105	107	109	109	106	103	93	101	93
CC(N)c1ccc2ccccc2c1O (stereo unspecified)	107	99	100	88	93	118	102	92	107
CCC(CC)SC(CC)CC	105	109	104	103	109	113	108	96	102
CN(C)CC/C=C1\c2ccccc2CN(C)c2ccccc21	114	103	104	105	111	106	89	112	104
O=C1NC(=O)/C(=C/c2ccc(Cl)cc2Cl)N1	109	114	103	99	106	100	.	91	104
CCCCCCc1cn(C(C)c2ccc(OC)c(OC3CCCCC3)c2)nn1 (stereo unspecified)	100	94	94	.	85	116	81	88	88
Cn1c(O)c(N=NC(=O)c2ccncc2)c2ccccc21	107	93	97	.	104	.	93	103	105
Cc1ccc2oc(=O)cc(-c3sc(N4CCOCC4)nc3-c3ccccc3)c2c1	87	81	91	105	85	105	73	91	103
Cc1[nH]c2ncnc(Nc3ccc(NC(=O)Nc4cccc(Cl)c4)c(F)c3)c2c1C	103	102	109	99	100	114	92	102	108
NC1=NC2(CCCC2)N(c2ccc(S(=O)(=O)Nc3nccs3)cc2)C(N)=N1	102	109	100	100	100	113	102	101	103
COc1ccc(CCN2C(=O)/C(=C/c3ccc(C4Oc5ccccc5C5CC(c6cccc(OC)c6)=NN54)cc3)SC2=S)cc1 (stereo unspecified)	101	102	102	.	104	107	90	100	103
COc1ccc(NC2CCC(=O)N2c2cc(Cl)cc(Cl)c2)cc1 (stereo unspecified)	95	89	85	91	84	87	77	93	90
CCN(SSN(CC)S(=O)(=O)c1ccc(C)cc1)S(=O)(=O)c1ccc(C)cc1	103	97	99	96	105	103	74	102	89
CN(C)c1ccc(NC(=O)[C@@H]2CCC(=O)N2C)cc1	105	92	102	.	101	106	67	101	95
O=c1ccn(C2CC(O)C(O)C(CO)O2)c(=O)[nH]1 (stereo unspecified)	124	107	117	142	113	113	148	110	131
Cc1nc2cnc(N)c(C#Cc3cncc(C(=O)Nc4ccc(Cl)c(C(F)(F)F)c4)c3)c2nc1C	54	15	53	27	64	29	90	.	65
COc1cc2c(cc1OC)-c1c(OC)c(OC)cc3c1C(C2)OCC3 (stereo unspecified)	82	74	83	87	73	92	105	88	84
Cc1c(O)c(=O)ccn1Cc1nc2ccccc2s1	30	72	31	55	32	71	60	76	61
Cc1ccc(N(CC(=O)O)S(=O)(=O)c2ccccc2)c(C)c1Cc1cccc(Br)c1	104	105	105	101	96	131	97	93	125
O=C1c2ccccc2-c2cn(Cc3ccccc3)c3cccc(c23)C1c1ccccc1 (stereo unspecified)	92	66	84	.	92	.	73	77	98
Clc1cc(Cl)c(I)c(Cl)c1	104	95	106	95	99	141	90	94	105
N#CC1(C#N)C(/C=C/c2ccco2)OC23CCCCC2C1(C#N)C(=N)O3 (stereo unspecified)	102	99	86	90	99	105	64	89	99
O=C(CN1N=C(c2ccc(F)cc2)CCC1=O)Nc1nc2ccccc2s1	51	71	86	42	6.9*	87	-74*	-26*	95
O=C(O)c1ccc(Oc2ccc(C(=O)O)cc2)cc1	121	98	112	114	110	126	105	99	130
C[C@]12CC[C@@H]3c4ccc(O)cc4CC[C@H]3[C@@H]1CC[C@@H]2OC(=O)CCC1CCCC1	100	88	87	90	92	103	100	90	106
O=C(O)c1ccc(NC(=O)c2ccc(Nc3ccnc(C(F)(F)F)c3)cc2)cc1	113	104	92	100	102	101	103	98	121
Cc1cc(C(=O)/C=C/c2ccc[nH]2)ccc1-n1ccc(C(F)(F)F)n1	99	88	84	90	89	115	-9.6*	90	97
Cc1ccc(NCc2cn(-c3ccc(C(=O)O)cc3)nc2-c2ccc(C(=O)O)cc2)cc1	.	100	110	107	102	104	86	92	100
COC(=O)c1ccc2oc(NC(=O)c3ccc(NCc4ccccc4)c([N+](=O)[O-])c3)nc2c1	101	98	89	75	94	100	92	90	96
O=C(O)CC1CCCCC1c1ccccc1 (stereo unspecified)	119	98	98	99	114	113	90	111	103
CC(=C/c1ccccc1)/C=C1/SC(=S)N(CCc2ccc(O)cc2)C1=O	106	98	98	112	103	124	90	105	101
C=C(C)[C@@H]1CC[C@]2(C)CC[C@]3(C)[C@H](CC[C@@H]4[C@@]5(C)CCCNC(C)(C)[C@@H]5CC[C@]43C)[C@@H]12	48	5.4*	19	96	97	8.8*	106	94	100
COc1cc(O)cc(C)c1C(=O)O[C@H]1[C@@H](O)[C@H](n2ccc(=O)n(C)c2=O)O[C@@H]1CO	105	90	102	101	103	105	77	91	105

Part of the list above, bar-delimited.
smiles | NCI-H460 | HCT-116 | HCT-15 | NCI-H226 | NCI/ADR-RES | COLO 205 | NCI-H522 | NCI-H23 | NCI-H322M
Clc1cc(Cl)c(I)c(Cl)c1 | 104 | 95 | 106 | 95 | 99 | 141 | 90 | 94 | 105
N#CC1(C#N)C(/C=C/c2ccco2)OC23CCCCC2C1(C#N)C(=N)O3 (stereo unspecified) | 102 | 99 | 86 | 90 | 99 | 105 | 64 | 89 | 99
O=C(CN1N=C(c2ccc(F)cc2)CCC1=O)Nc1nc2ccccc2s1 | 51 | 71 | 86 | 42 | 6.9* | 87 | -74* | -26* | 95
O=C(O)c1ccc(Oc2ccc(C(=O)O)cc2)cc1 | 121 | 98 | 112 | 114 | 110 | 126 | 105 | 99 | 130
C[C@]12CC[C@@H]3c4ccc(O)cc4CC[C@H]3[C@@H]1CC[C@@H]2OC(=O)CCC1CCCC1 | 100 | 88 | 87 | 90 | 92 | 103 | 100 | 90 | 106
O=C(O)c1ccc(NC(=O)c2ccc(Nc3ccnc(C(F)(F)F)c3)cc2)cc1 | 113 | 104 | 92 | 100 | 102 | 101 | 103 | 98 | 121
Cc1cc(C(=O)/C=C/c2ccc[nH]2)ccc1-n1ccc(C(F)(F)F)n1 | 99 | 88 | 84 | 90 | 89 | 115 | -9.6* | 90 | 97
Cc1ccc(NCc2cn(-c3ccc(C(=O)O)cc3)nc2-c2ccc(C(=O)O)cc2)cc1 | . | 100 | 110 | 107 | 102 | 104 | 86 | 92 | 100
COC(=O)c1ccc2oc(NC(=O)c3ccc(NCc4ccccc4)c([N+](=O)[O-])c3)nc2c1 | 101 | 98 | 89 | 75 | 94 | 100 | 92 | 90 | 96
O=C(O)CC1CCCCC1c1ccccc1 (stereo unspecified) | 119 | 98 | 98 | 99 | 114 | 113 | 90 | 111 | 103
CC(=C/c1ccccc1)/C=C1/SC(=S)N(CCc2ccc(O)cc2)C1=O | 106 | 98 | 98 | 112 | 103 | 124 | 90 | 105 | 101
C=C(C)[C@@H]1CC[C@]2(C)CC[C@]3(C)[C@H](CC[C@@H]4[C@@]5(C)CCCNC(C)(C)[C@@H]5CC[C@]43C)[C@@H]12 | 48 | 5.4* | 19 | 96 | 97 | 8.8* | 106 | 94 | 100

(continued)
SMILES	NCI-H460	HCT-116	HCT-15	NCI-H226	NCI/ADR-RES	COLO 205	NCI-H522	NCI-H23	NCI-H322M
CN1CCN(c2ccc(NC3=C(Cl)C(=O)c4ncccc4C3=O)cc2C#N)CC1	95	-57*	48	94	73	58	-57*	51	103
Cc1nc(Nc2cccc(NC(=S)Nc3ccccc3)c2)c2ccccc2n1	105	104	99	94	99	111	100	94	101
C[C@@H]1N=C(c2ccc(Br)cc2)Nc2nc3ccccn3c2C1=O	33	29	31	68	39	26	35	54	74
CN1CCN(CCN2N=C3c4ccsc4CCCC3CC2=O)CC1 (stereo unspecified)	104	94	100	106	108	117	111	94	106
COc1cc2cc3c(nc2cc1OC)CCN3Cc1ccc(NC(=O)c2ccccc2I)cc1	97	96	97	80	95	106	90	94	83
C/C(=N\n1c(N)nc2n[nH]c(N)c2c1=O)c1cccc(N)c1	109	100	103	105	105	114	102	.	97
O=C(/C=C/C12c3ccccc3C(c3ccccc31)C1C(=O)NC(=O)C12)c1ccc(Cl)cc1 (stereo unspecified)	-44*	-28*	-43*	-22*	4.4*	.	11	-2.0*	2.9*
Clc1ccc(NCc2nnc(-c3ccco3)o2)cc1	99	96	108	93	104	111	85	99	95
CCOC(=O)C(N=Nc1ccc(S(=O)(=O)N=C(N)N)cc1)C(C)=O (stereo unspecified)	109	109	108	95	113	106	95	.	107
CCN(CC)P(=O)(N(CC)CC)N(CCCSC/C=C(\C)CC/C=C(\C)CCC=C(C)C)CCCN1CCN(C)CC1	101	97	93	97	106	105	92	110	108
NC(=S)N/N=C/c1ccc2c(n1)C(=O)C(Br)=C(c1ccccc1)C2=O	100	97	103	.	106	.	89	96	114
Cn1ccnc1C(=O)C1CC1c1ccc(CC(=O)Nc2ccc(Br)cc2)cc1 (stereo unspecified)	103	88	94	94	94	97	91	98	103
CCOC(=O)c1c(-c2ccc(Cl)cc2)c(C#N)c(=O)n(Cc2nc3ccccc3[nH]2)c1N	101	91	96	96	96	101	97	91	97
CC(=O)c1ccc(C)nc1	101	91	113	96	104	113	90	104	106
CCCCOP(=O)(O)O	108	105	98	96	106	109	.	110	126
CC(=O)OCC(=O)[C@H]1CC[C@H]2[C@@H]3CC(=C(Br)Br)C4=CC(=O)CC[C@]4(C)[C@H]3CC[C@]12C	92	60	72	86	88	84	68	95	95
COc1cc2oc(-c3ccc(NC(=O)c4cccc(Br)c4)cc3)cc(=O)c2c(OC)c1OC	69	85	67	87	81	92	57	89	81
COc1ccc(CN2c3ccccc3Oc3ccccc32)cc1O	13	14	28	94	25	91	-33*	34	56
CSc1nc(C)nc(C(C)C)c1C(=O)Nc1ccc(F)cc1	107	92	102	101	105	98	76	100	.
O=C(Nc1ccc(NC(=O)c2ccccc2)c(S(=O)(=O)c2ccccc2)c1)c1ccccc1	105	79	98	92	104	107	52	99	103
N#Cc1cccc(CN2CCC3=C(C2)C(=O)N(Cc2ccc(Cl)cc2)C2=NCCN23)c1	15	20	17	35	13	-41*	23	31	51
CCOC(=O)C(Cc1ccccc1[N+](=O)[O-])C(=O)OCC	119	105	109	103	107	114	96	103	109
CSCCC(NC(=O)OCc1ccccc1)C(=O)NC(Cc1c[nH]c2ccccc12)C(=O)O (stereo unspecified)	109	95	.	104	102	125	90	103	101
CCOC(=O)c1cn(CCN2CCCC2)c2nc(NCc3ccc(OC)c(OC)c3)nn2c1=O	105	97	101	93	107	103	94	100	.
CN(C)c1ccc(/C=N/n2cnc3oc(-c4ccccc4)cc3c2=N)cc1	88	92	86	103	95	110	94	103	95
CCN(CC)c1ccc2nc3c4ccccc4c(=O)cc-3n(-c3ccccc3)c2c1	-42*	-32*	5.2*	5.4*	-7.2*	-55*	-8.9*	-3.4*	-24*
O=C1c2ccccc2C(=O)c2c(Cl)cccc21	104	103	103	101	104	117	101	99	92
COc1ccc(C2=NN(C(C)=O)C(c3ccc(Oc4ccc(Br)cc4)cc3)C2)cc1OC (stereo unspecified)	100	85	87	97	87	89	78	97	89
Cc1cc2cc3n(c2nn1)N=C(Cl)CC3	101	86	93	90	100	127	77	87	114
COc1ccc(/C=C2/SC(N3CCN(c4ccccc4)CC3)=NC2=O)c(OC)c1OC	101	77	93	95	81	109	89	91	94
Cc1nc2ccc(Nc3nc(N4CCOCC4)nc(N4CCN(C)CC4)n3)cc2n1Cc1ccccc1	98	71	87	96	.	73	93	92	76
Cc1c(C(=O)C(SC(=S)N2CCCCC2)SC(=S)N2CCCCC2)nnn1-c1ccc([N+](=O)[O-])cc1	116	97	107	101	108	102	86	99	101
COc1ccc(C(=O)n2nc(CC(=O)NCc3ccccc3)nc2N)cc1	115	99	107	106	112	117	104	108	95
O=C1c2ccccc2-n2c1nc1ccccc1c2=O	77	81	53	85	89	114	78	77	83
CC(=O)[C@H]1CCC/C=C/[C@@H]2C[C@H](O)C[C@H]2[C@H](O)/C=C/C(=O)O1	6.7*	-45*	12	-58*	3.1*	-95*	-41*	-5.2*	29
CCOc1ccc2[nH]c(=O)c(C(c3nnnn3CC3CCCO3)N3CCN(Cc4ccccc4)CC3)cc2c1 (stereo unspecified)	85	78	100	74	90	106	85	77	101

The order is random (roughly 12% active in at least one column).
